Screens: PubChem BioAssay, National Center for Advancing Translational Sciences (NCATS)
GLS inh: glutaminase GLS (human) inhibition; O94925; GLS enzymatic activity, qHTS titration; Potency, µM (titrated, usually from 45.5 µM), for the others: at the highest dose activity change, negative = inhibition, usual class: inhibitors; hit rate 0.21% among 410,000; also: % is scaled to controls: 0 for no effect and ±100 for the full control effect
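Enzyme dispensed in phosphate buffer (45 mM, pH 8.2, 0.02% Tween-20), compounds pinned in, then 1 mM L-glutamine solution and the glutamate oxidase–HRP–Amplex Red mix added; fluorescence read immediately and again after 30 min at room temperature.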
HP1b chromo inh: blocks HP1-beta chromodomain binding to methylated histone tails; P83916; hit rate 0.56% among 390,000; Potency, µM (titrated, usually from 114 µM), for the others: at the highest dose activity change, negative = inhibition, hits mostly inhibitors; AlphaScreen HP1-beta / biotin-H3K9me3 peptide binding; also: nearly all actives have a fitted effect of over 70% in size; inactives centre near 23
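HP1-beta protein (50 nM final) preincubated 30 min at room temperature with biotinylated H3(1-18)K9me3 peptide (50 nM) in PBS pH 7.4, 0.01% Tween-20, then compound added for 30 min. AlphaScreen streptavidin donor/nickel chelate acceptor beads (10 ug/mL final), 30 min dark, luminescence read.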
ALOX12 inh: ALOX12 (human) lipoxygenase inhibition. purified 12hLO, xylenol orange hydroperoxide absorbance. Potency, µM (highest dose often 108 µM), for the others: top-dose activity change, negative = inhibition, usual class: inhibitors. AID 1671190. hit rate 1.1% among 580,000; also: % is scaled to controls: 0 for no effect and ±100 for the full control effect
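Purified human 12hLO at 150 nM in 25 mM Hepes, 0.01% Triton X-100, pH 7.0, preincubated 15 min at room temperature with compound. Reaction started with 40 uM arachidonic acid, 30 min at room temperature. Hydroperoxide measured by Fe-xylenol orange, 573/405 nm absorbance ratio.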
TrxR1 inh: rat TrxR1 inhibition; AID 588453; recombinant rTrxR1, NADPH fluorescence consumption, selenite substrate; hit rate 1% among 390,000; O89049; Potency, µM (series often up to 114 µM), without a hit: at the highest dose activity change, negative = inhibition, most hits filed as inhibitors; also: % is scaled to controls: 0 for no effect and ±100 for the full control effect; nearly all actives have a fitted effect of over 65% in size
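Rat TrxR1 (90 nM in the dispensed reagent) was pre-reduced with 400 uM NADPH for 5 min at room temperature, then incubated with compound for 15 min. After 400 uM selenite was added, NADPH fluorescence (Ex 340/Em 450 nm) was followed for 8 min.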
Pin1 inhibitor: human Pin1 inhibition; Pin1 FP peptide displacement, HiFluor488, 10 min; Potency, µM (top dose mostly 115 µM), inactives show at the highest dose activity, negative = inhibition, hits mostly inhibitors; hit rate 0.009% among 390,000; AID 504891; active = well fitted inhibition curve with a large enough effect in the polarisation, with a control signal flat, not every such curve was filed as active; inconclusive = small, poorly fitted or top-dose-only effect, or effect the other way, or a change in a side signal; inactive = no such curve, though single readings can be large or run the other way; the % refers to the polarisation; also: % is scaled to controls: 0 for no effect and ±100 for the full control effect
JMJD2A Tudor inh: inhibitors of human JMJD2A Tudor domain; O75164; AlphaScreen JMJD2A-Tudor / H3K4me3 peptide binding; Potency, µM (doses to about 114 µM), for the others: at the top dose activity change, negative = inhibition, actives largely listed as inhibitors; hit rate 4.4% among 390,000; also: % is scaled to controls: 0 for no effect and ±100 for the full control effect; nearly all actives have a fitted effect of over 50% in size
Target sequence (O75164 whole entry, looked up, the tested form may be a part): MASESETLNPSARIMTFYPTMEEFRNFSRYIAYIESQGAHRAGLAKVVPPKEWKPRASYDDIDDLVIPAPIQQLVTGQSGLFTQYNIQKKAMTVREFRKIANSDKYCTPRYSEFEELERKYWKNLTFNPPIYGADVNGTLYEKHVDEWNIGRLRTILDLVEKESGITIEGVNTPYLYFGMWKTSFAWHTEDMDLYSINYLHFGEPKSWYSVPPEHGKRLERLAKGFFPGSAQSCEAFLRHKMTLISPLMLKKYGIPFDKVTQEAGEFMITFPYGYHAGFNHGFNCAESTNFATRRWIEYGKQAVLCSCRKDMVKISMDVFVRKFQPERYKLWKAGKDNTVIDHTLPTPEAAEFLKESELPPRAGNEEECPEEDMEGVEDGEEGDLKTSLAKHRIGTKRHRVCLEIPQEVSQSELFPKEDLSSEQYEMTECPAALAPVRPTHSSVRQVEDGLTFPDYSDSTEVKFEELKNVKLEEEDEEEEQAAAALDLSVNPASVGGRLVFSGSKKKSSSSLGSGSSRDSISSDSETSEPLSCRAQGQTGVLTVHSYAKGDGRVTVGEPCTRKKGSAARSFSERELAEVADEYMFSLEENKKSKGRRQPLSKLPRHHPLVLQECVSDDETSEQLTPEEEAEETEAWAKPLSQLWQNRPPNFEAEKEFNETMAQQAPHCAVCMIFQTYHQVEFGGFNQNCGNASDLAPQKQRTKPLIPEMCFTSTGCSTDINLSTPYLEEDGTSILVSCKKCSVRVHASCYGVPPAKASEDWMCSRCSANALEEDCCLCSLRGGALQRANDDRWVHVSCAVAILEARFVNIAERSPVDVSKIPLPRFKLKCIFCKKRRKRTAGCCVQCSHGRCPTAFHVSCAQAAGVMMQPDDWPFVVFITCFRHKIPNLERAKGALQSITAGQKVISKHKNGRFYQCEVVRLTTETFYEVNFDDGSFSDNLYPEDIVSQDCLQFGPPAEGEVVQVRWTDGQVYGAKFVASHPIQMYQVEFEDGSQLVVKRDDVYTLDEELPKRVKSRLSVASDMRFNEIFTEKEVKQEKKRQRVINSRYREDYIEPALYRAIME
RGS4 inhibitor: human RGS4 inhibition. P49798. Potency, µM (doses to about 114 µM), for inactives: top-dose activity change, negative = inhibition, most hits filed as inhibitors. Transcreener GDP fluorescence polarization, RGS4-accelerated GTP hydrolysis. hit rate 0.039% among 390,000; also: % is scaled to controls: 0 for no effect and ±100 for the full control effect; nearly all actives have a fitted effect of over 75% in size; some results filed as inactive show a strong effect at the top dose
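MLSMR compounds (23 nl, pin-transferred) preincubated 10 min at room temperature with a 500nM (2x) first reagent, then RGS4 at 900nM (2x) plus Transcreener GDP mix added; fluorescence polarization (620/688 nm) read before and after 90 min at 30 °C.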
Tb PGK inh: blocks T. brucei phosphoglycerate kinase; PGK/GAPDH coupled, Kinase-Glo luminescence, 60 min; Potency, µM (titrated, usually from 57.5 µM), for inactives: top-dose activity change, negative = inhibition, actives largely listed as inhibitors; hit rate 0.043% among 380,000; AID 602233; also: % is scaled to controls: 0 for no effect and ±100 for the full control effect; nearly all actives have a fitted effect of over 60% in size
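Recombinant glycosomal PGK reaction used 1,3-bisphosphoglycerate generated in-well by GAPDH (100nM final) in 100mM TEA pH 7.6, 5mM MgCl2, 0.01% Tween-20. After 60 minutes at room temperature, ATP was read by Kinase-Glo Plus luminescence end-point.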
ERG-DNA inh: ERG Ets/DNA interaction inhibition; P11308; Potency, µM (highest dose often 76.9 µM), without a hit: at the top dose FP activity, negative = inhibition, most hits filed as inhibitors; fluorescence polarization, His-ERG Ets domain / labelled DNA; hit rate 0.028% among 370,000; active = well fitted inhibition curve with a large enough effect in the polarisation, with a control signal flat; inconclusive = small, poorly fitted or top-dose-only effect, or effect the other way, or a change in a side signal; inactive = no such curve, though single readings can be large or run the other way; the % refers to the polarisation;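 also: polarization taken with two DNA probes labelled with fluorescein and Texas red; % of control where 0% means no effect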
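His-tagged ERG Ets domain (1 uM in the protein solution; 300mM KCl, 50mM Tris-HCl, 1mM EDTA, 1mM DTT, pH 7.5) received compound, then a probe mix of 5 nM fluorescein-DNA and 100nM Texas-615-DNA. Fluorescence polarization was read for both dyes.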
* marks the source's active call; other numbers are inactive results; i = inactive; u = inconclusive; x = no result given; & = joins results of further samples; [ ] = remark or other dose. Unless noted, calls follow the shape of the dose curve; as a rule, active = well fitted curve in the direction sought with a large enough effect; inconclusive = small, poorly fitted or top-dose-only effect, or another doubt; inactive = no such curve, though single readings can be large; an effect the other way counts as inactive or inconclusive. Potency is read from the fitted curve at half-maximal effect. Only part of the results is shown; rates above refer to the full screens.

SMILES | GLS inh | HP1b chromo inh | ALOX12 inh | TrxR1 inh | Pin1 inhibitor | JMJD2A Tudor inh | RGS4 inhibitor | Tb PGK inh | ERG-DNA inh
CCc1ccc(NC(=O)C2CC(=O)N=C(N)S2)cc1 (configuration not stated) | -11% | -9% | 0%[57.4 µM] | 13% | 0% | -27% | -35% | 3% | 10%
Cc1cc2c(N3CCCCC3C)ncnc2s1 (configuration not stated) | 2% | 28% | 0% | -12% | -11% | -2% | 5% | -1% | 0%
CCCOc1ccc([N+](=O)[O-])c(N)c1 | -2% | 4% | -20% | -4% | -1% | -26% | 26% | -9% | -8%
Cc1ccc(O)c(C2=NCCNC(C(F)(F)C(F)F)=C2)c1 | 18% | -14% | 0% | -16% | -10% | 0% | -8% | i | -5%
O=C(NCCCN1CCN(c2ccccc2F)CC1)c1ccc2nc(N3CCCCC3)sc2c1 | 6% | -19% | u | -2% | -1% | u | -10% | -2% | 0%
Cc1ccc(C(=O)Nc2ccc(S(=O)(=O)N3CCc4ccccc4C3)cc2)o1 | -18% | 15% | 0% | 2% | 19% | -29% | -34% | 1% | -4%
O=C(O)c1ccc2c(=O)n3c(nc2c1)/C(=C/c1ccc(F)cc1)CC3 | -19% | 17% | -56% | -16% | -10% | -22% | -31% | i | 10%
CC12c3ccccc3C(c3ccccc31)C1C(=O)N(Cc3cccnc3)C(=O)C12 (configuration not stated) | -6% | -9% | -25% | 30% | -1% | -25% | 14% | -3% | x
COc1ccc(C(CNC(=O)c2ccccc2SC)N(C)C)cc1 (configuration not stated) | -2% | 10% | -1% | 19%[57.1 µM] | -1% | -23% | -31% | -4% | 7%
CC1Cc2ccccc2N1CC(=O)NCc1ccccc1Cl (configuration not stated) | 18% | 22% | -8% | 13% | 2% | -6% | -15% | 3% | 6%
COCCn1nnnc1C(CC(C)C)N1CCN(c2ccccc2)CC1 (configuration not stated) | 29% | 17% | 0% | 9%[57.1 µM] | -1% | -3%[57.1 µM] | 11%[11.4 µM] | 2% | -5%
COc1ccc(-c2cn3nc(N4CCC(C(=O)Nc5cccc(OC)c5)CC4)sc3n2)cc1 | 1% | 18% | -10% | 1% | 2% | -9% | 6% | i | 0%
OCCC1CN(Cc2ccc3nsnc3c2)CCN1C1CCCCC1 (configuration not stated) | 6% | 36% | -4% | 1% | -7% | 0% | -4% | -1% | -3%
Cc1cc(N/N=C/c2ccc(O)cc2O)nc(N2CCOCC2)n1 | u | 12% | 19% | -15% | -1% | -33% | 0% | i | -2%
CCOC(=O)c1[nH]c(C(=O)O)c(CCN(CC)CC)c1C | 23% | 6% | 2% | 19% | -3% | -11% | -11% | 2% | x
CC(C)NC(=O)CSc1cn(CC(=O)N2CCCCCC2)c2ccccc12 | 2% | -8% | u | 13% | 6% | -23% | 1% | -4% | 2%
COc1ccc(CC(=O)NNc2ncnc3c2cnn3Cc2ccccc2)cc1OC | -14% | u | 166%[activator] | 1%[57.1 µM] | -12% | -26% | -42% | i | -7%
Cc1cc(NC(=O)CSc2nc3sc(C)c(C)c3c(=O)n2C2CCCC2)no1 | 19% | 21% | 25% | 16% | -14% | -15% | -3% | i | x
COc1cc(OCC(N)=O)cc(OC)c1OC | 1% | 27% | -14% | 13% | -5% | -4% | 8% | 3% | -3%
O=C(NCCc1csc(-c2cccc(F)c2)n1)c1ccco1 | 8%&0% | 18% | -3%&-28% | 0% | 3%&-12% | -6%&-13% | 13%&-22% | 4% | -17%&-2%
Cn1c(NCc2ccccc2O)nc2ccccc21 | 35%[activator] | 37%[activator] | -16% | -7% | -2% | -8% | -27% | 2% | -3%
CC(=O)N1c2ccc(S(=O)(=O)N3CCCCCC3)cc2CC1C(=O)NCc1cccc(F)c1 (configuration not stated) | -12% | -6% | -35% | 16%[57.1 µM] | -1% | -13% | 9% | -4% | 0%
Cc1ccc(-c2nn(C)c(=O)c3ccccc23)cc1CNC(=O)c1ccco1 | -11% | 13% | 174%[activator] | -10% | 4% | -12% | 6% | -4% | -1%
O=c1c2cc3c(nc2ncn1Cc1ccc(Cl)cc1)CCCC3 | 11% | 24%[57 µM] | 6% | 20%[57.1 µM] | 0% | 0% | 8% | 6% | 2%
COc1cc(C(=O)NC(=S)Nc2csc(-c3ccc(F)cc3)n2)cc(OC)c1OC | 0% | 41%[activator] | 0% | -3%[57.1 µM] | 0% | -6% | -14% | -7% | -1%
CC(C)(C)c1ccc(-c2cn(-c3ccc(Br)cc3)c3[n+]2CCCS3)cc1 | 5% | 35% | -15% | 8% | -2% | 1% | -30% | i | 6%
COc1ccc(S(=O)(=O)NCCSCc2ccco2)cc1Cl | 9% | 10% | 0% | u | -3% | u | 3% | -6% | 6%
O=c1cc(CSc2ncn[nH]2)[nH]c2c(Cl)cccc12 | 2% | 25%[57 µM] | -6% | 10%[57.1 µM] | 2% | -13% | 12% | -1% | 0%
COc1ccc(-c2cn3nc(N4CCC(C(=O)Nc5ccccc5OC)CC4)sc3n2)cc1 | -10% | 24% | -13% | 7% | -1% | -13% | -4% | 12% | 0%
COc1ccccc1N1CCN(C(=O)c2cc(-c3ccc(C)c(F)c3)on2)CC1 | -2% | 39%[activator] | 6% | 1% | 15% | -13% | -22% | x | 0%
C[n+]1c2n(c3ccccc31)N=C(c1ccc(-c3ccccc3)cc1)CS2 | 0% | 13% | u | 1% | 5% | -24% | -14% | 0% | -1%
Cc1ccc2nc(-c3ccc(Cl)s3)c(Nc3ccc4c(c3)OCCO4)n2c1 | -7% | -5% | -18% | 20% | 3% | -27% | 15% | i | 0%
Cc1ccc(NC(=O)c2ccc(NCc3ccc(F)cc3)nc2)cc1 | -9% | 59%[activator] | 6% | 18%[11.4 µM] | -1% | 7% | -38% | -6% | -22%
Cc1ccc(NC(=O)CN(C)C(=O)c2cc(C)on2)cc1 | -5% | 19% | 174%[activator] | u | -1% | -7% | -7% | 1% | 1%
CCc1ccc(C(=O)c2c(N)c(-c3nc(-c4ccc5c(c4)OCO5)cs3)c3ccccn23)cc1 | -8% | 14% | u | 5% | 7% | -14% | -5% | i | -1%
Cc1cc(N)n2ncc(-c3ccc(F)cc3)c2n1 | 8% | 12% | -14% | 7% | -3% | 0% | -22% | -5% | -1%
CN(C)/C=N/c1cc(=O)n(C)c(=O)n1CC1CC1 | -8% | 43%[activator] | -10% | 0% | -7% | 2% | -31% | -2% | -11%
CN(CC(=O)Nc1cccc(F)c1)C(=O)c1cccc(-n2cccc2)c1 | 1% | u | u | 7% | u | 28µM* | -22% | u | 7%
CC(=O)N1N=C(c2ccc(Cl)cc2)CC1c1ccc([N+](=O)[O-])cc1 (configuration not stated) | 2% | 6% | 4% | 25% | u | -26% | 20% | 5% | -2%
Nc1nc(SCc2ccc(Cl)cc2)[nH]c(=O)c1-c1ccccc1 | 7% | 20% | -25% | 3% | 7% | -18% | 37% | -1% | -4%
COc1ccc(OC)c(/C=N/NC(=O)C(=O)N/N=C/c2cc(OC)ccc2OC)c1 | 5% | 42%[activator] | 0% | -3% | -2% | -23% | 11%[56.9 µM] | 1% | 1%
C/C(=N\NC(=O)c1nnn(-c2nonc2N)c1-c1cccs1)c1cccnc1 | -4% | 26% | -4% | 4% | -15% | 8% | -2% | -3% | 16%
COc1cccc2c(C)cc(N3CCCCCC3)nc12 | 2% | 40%[activator] | 10% | 31% | -11% | 23% | 10% | -2% | 6%
Cc1ccc(NC(=O)C2CC(=O)n3c(nc4ccccc43)N2)cc1Cl (configuration not stated) | -3% | -5% | 0% | 10%[57.1 µM] | 16% | -25% | 6% | -8% | 4%
O=C(CCCn1c(=O)c2cccn2c2ccccc21)NCCc1ccc(Cl)cc1 | -4% | -10% | -12% | 32% | -4% | u | 10% | -4% | 7%
COc1cc(NC(=O)c2ccccc2)c(OC)cc1NC(=O)Cc1ccc(C)cc1 | -25% | 31% | 10% | 16% | -3% | -2% | 11% | i | 2%
O=C(COC(=O)c1ccc2c(c1)OCCO2)NCc1ccccc1Cl | -4% | 23% | u | 17% | 2% | -1% | -3% | -4% | 12%
O=C(Cn1cc(/C=N/O)c2ccccc21)N1CCOCC1 | 51%[activator] | 1% | 0%[57.4 µM] | 19%[57.1 µM] | -9% | u | -19% | -1% | 13%
CCOc1cc(CNCc2ccccc2)ccc1OCc1ccc(Cl)cc1 | -1% | 72%[activator] | u | 16% | -6% | 0% | -3%[56.9 µM] | -4% | -2%
C=CCN(Cc1nc(-c2ccccc2)no1)C(=O)c1ccco1 | -22% | 8% | -6% | -20% | -7% | -3% | -4% | -3% | 0%

Sorted by the number under Pin1 inhibitor (rising): 3 from the list above
canonical_smiles,GLS inh,HP1b chromo inh,ALOX12 inh,TrxR1 inh,Pin1 inhibitor,JMJD2A Tudor inh,RGS4 inhibitor,Tb PGK inh,ERG-DNA inh
Cc1cc(NC(=O)CSc2nc3sc(C)c(C)c3c(=O)n2C2CCCC2)no1,19%,21%,25%,16%,-14%,-15%,-3%,i,x
COc1ccc(S(=O)(=O)NCCSCc2ccco2)cc1Cl,9%,10%,0%,u,-3%,u,3%,-6%,6%
CC(C)NC(=O)CSc1cn(CC(=O)N2CCCCCC2)c2ccccc12,2%,-8%,u,13%,6%,-23%,1%,-4%,2%
